DUSP1 inh: blocks human MKP-1 phosphatase activity; P28562; recombinant MKP-1, OMFP hydrolysis fluorescence; inhibition, %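 (compounds tested at a single concentration somewhere between 10 and 100 µM)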; actives 0.15% (n = 65,000);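 active = inhibition above about 50%, limit read from the data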;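 also: 0% = DMSO max control wells and 100% = wells with enzyme stopped by NaOH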
JNK3 blocker: blocks human JNK3 kinase activity. purified JNK3 kinase activity, HTS. P53779. inhibition, % at 8 µM. actives 0.61% (n = 60,000). AID 746; in the data active = inhibition above about 17%;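 also: 0% = DMSO and 100% = reference inhibitor; many of its hits are not listed in these tables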
Target sequence (P53779 whole entry, looked up): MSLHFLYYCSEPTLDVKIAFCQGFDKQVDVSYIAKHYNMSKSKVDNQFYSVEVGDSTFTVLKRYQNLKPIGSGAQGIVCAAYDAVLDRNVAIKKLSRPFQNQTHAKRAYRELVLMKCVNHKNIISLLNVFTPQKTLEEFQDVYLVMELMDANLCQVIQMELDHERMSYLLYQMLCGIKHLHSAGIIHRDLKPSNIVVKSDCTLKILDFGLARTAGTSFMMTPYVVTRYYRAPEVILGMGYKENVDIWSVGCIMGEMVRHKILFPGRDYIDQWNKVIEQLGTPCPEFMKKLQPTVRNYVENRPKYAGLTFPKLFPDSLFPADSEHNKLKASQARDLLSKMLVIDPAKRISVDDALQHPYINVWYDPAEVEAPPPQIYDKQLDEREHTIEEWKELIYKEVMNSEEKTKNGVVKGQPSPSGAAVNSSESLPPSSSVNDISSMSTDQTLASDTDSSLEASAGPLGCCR
Cdc25B inh: human M-phase inducer phosphatase 2 inhibition. recombinant Cdc25B, OMFP fluorescence Ex485/Em525. inhibition, %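 (compounds tested at 10 µM final in the well)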. actives 0.1% (n = 65,000). AID 368; in the data active = inhibition above about 50%
Target sequence (P30305 whole entry, looked up): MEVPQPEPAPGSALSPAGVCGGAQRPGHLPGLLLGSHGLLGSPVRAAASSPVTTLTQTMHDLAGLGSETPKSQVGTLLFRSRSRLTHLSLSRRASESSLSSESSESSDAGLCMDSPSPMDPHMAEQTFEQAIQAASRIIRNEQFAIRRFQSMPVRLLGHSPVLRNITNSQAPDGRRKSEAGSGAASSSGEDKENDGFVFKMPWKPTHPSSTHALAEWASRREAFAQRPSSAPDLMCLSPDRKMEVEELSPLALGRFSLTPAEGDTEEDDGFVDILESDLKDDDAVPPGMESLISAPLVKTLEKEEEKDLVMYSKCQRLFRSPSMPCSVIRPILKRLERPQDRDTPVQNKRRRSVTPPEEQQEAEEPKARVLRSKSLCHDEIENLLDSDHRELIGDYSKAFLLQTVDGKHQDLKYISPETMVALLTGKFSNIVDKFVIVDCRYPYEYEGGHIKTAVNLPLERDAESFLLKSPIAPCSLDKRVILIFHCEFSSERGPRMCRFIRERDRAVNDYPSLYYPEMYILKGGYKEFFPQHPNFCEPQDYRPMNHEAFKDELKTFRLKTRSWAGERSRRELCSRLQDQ
Jurkat viability: reduces viability or proliferation of Jurkat cells | Jurkat E6.1 viability, ATP luminescence, 48 h | inhibition, % at 4 µM | actives 1.2% (n = 56,000) | AID 463;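 active = inhibition above the mean inhibition of all tested compounds plus 3 SD, cut at about 28% in these data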
PKA kinase inh: PKA (human) kinase inhibition. P17612. PKA Kemptide phosphorylation, Kinase-Glo ATP luminescence. inhibition, % at 6 µM. actives 0.1% (n = 65,000);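 active = inhibition above the screen-wide mean inhibition plus 3 SD, cut at about 21% in these data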; also: many of its hits are not listed in these tables
MMP13 inh: blocks human MMP13 activity; P45452; MMP-13 fTHP FRET cleavage, Mca fluorescence; inhibition, % at 4 µM; actives 0.07% (n = 65,000); AID 570;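 active = inhibition above the mean of compound-free control plate wells plus 3 SD, cut at about 14% in these data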;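 also: 0% = DMSO wells and 100% = wells with reference MMP-13 inhibitor after basal subtraction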
TNAP act mid DEA: activators of human TNAP at intermediate phosphate acceptor. P05186. purified TNAP, CDP-star luminescence, 100 mM DEA, 30 min; stronger effect = higher value; scale: 0 levamisole-inhibited, 1 vehicle-only enzyme. activation factor at 20 µM. 64,000 tested, under 10 active. AID 813;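 active = activation factor of at least 2 at 20 µM, relative to controls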
HEK293 NFkB inh: inhibitors of the PMA/ionomycin-induced NF-kB reporter in HEK293 cells; inhibition, % at 3 µM; actives 0.21% (n = 62,000); HEK-293 NF-kB luciferase reporter, luminescence; AID 465;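 active = inhibition above the mean of all tested compounds plus 3 SD, cut at about 40% in these data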;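 also: 0% = stimulated DMSO wells and 100% = 10 µM reference inhibitor 5653914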
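Material: HEK-293 cells with stable firefly luciferase reporter driven by four HIV NF-kB elements / Also added: PMA plus ionomycin mix as NF-kB-activating stimulus / Compound dosing: 3 µM once, 0.30% DMSO / Times: 1 h pretreatment, 16 h stimulation, 37 °C / Signal: luminescence / Evaluation: per-plate % inhibition versus controls / Benchmarks: DMSO and 10 µM reference inhibitor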
ROCK2 inh: blocks human Rho kinase 2 activity; purified ROCK2, Kinase-Glo ATP depletion luminescence; inhibition, % at 6 µM; O75116; actives 0.35% (n = 60,000);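 active = inhibition above the screen-wide mean inhibition plus 3 SD, cut at about 18% in these data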;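 also: plate controls were DMSO wells for no effect and Y-27632 control wells after no-enzyme background subtraction for full effect; many of its hits are not listed in these tables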
Starred values were filed as active, the others as inactive; . = not tested or not shown; [ ] = another dose, or the depositor's remark.

SMILES | DUSP1 inh | JNK3 blocker | Cdc25B inh | Jurkat viability | PKA kinase inh | MMP13 inh | TNAP act mid DEA | HEK293 NFkB inh | ROCK2 inh
O=C(CCN1CCCC1Cc1ccccc1)c1ccc2c(c1)OCCO2 (configuration not stated) | -21 | -2 | 22 | . | 0 | 2 | 0.8 | . | 6
Cc1cc(C)c(C#N)c(N2CCCC(C(N)=O)C2)n1 (configuration not stated) | -2 | 4 | -8 | -2 | 6 | -55 | 0.9 | 15 | 4
O=C(CNS(=O)(=O)c1ccc(Br)s1)N1CCN(c2ncccn2)CC1 | 6 | 2 | -11 | 4 | 8 | -2 | 1 | 20 | -1
O=C(c1cnn2c(C(F)F)cc(-c3ccccc3)nc12)N1CCN2CCCC2C1 (configuration not stated) | 6 | -2 | -9 | 10 | 4 | -4 | 0.9 | 11 | 3
Cc1cc(C)c(NC(=O)CN2C(=O)NC3(CCCCC3)C2=O)c(Cl)c1 | 5 | 1 | -13 | -6 | 4 | 3 | 1 | 4 | 0
CCOC(=O)c1c(NCc2ccc3c(c2)OCO3)c2ccccc2[nH]c1=O | -9 | -1 | 1 | -3 | 7 | 5 | 0.8 | 14 | 6
Cc1oc(-c2ccccc2F)nc1CS(=O)(=O)CC(=O)N1CCCCCC1 | -1 | 4 | -15 | -5 | 3 | 4 | 0.8 | 2 | 2
CCn1c(SCC(=O)Nc2ccc3c(c2)OCCO3)nnc1-c1ccccn1 | -16 | -2 | -6 | -2 | 6 | -4 | 0.8 | 7 | 3
CSc1nnc(-c2ccccc2)c(=O)[nH]1 | -27 | 0 | 3 | 4 | 1 | 2 | 0.9 | 12 | -3
C=CCn1c(SCC(=O)NCc2ccc3c(c2)OCO3)nnc1C1CCCCC1 | -4 | -2 | -11 | -1 | 6 | -1 | 0.9 | 10 | 5
CC(NCCc1ccc(O)cc1)C(O)c1ccc(O)cc1 (configuration not stated) | -13 | -4 | -24 | . | -9 | -3 | 0.9 | . | 2
Cc1ccc2cc(C)c(N3CCN(c4ccccn4)CC3)nc2c1 | -1 | -2 | 4 | 9 | 0 | -4 | 1 | 14 | -5
Cc1nccn1-c1ncnc2sc3c(c12)CCCC3 | 0 | -2 | -8 | -6 | 7 | 1 | 0.9 | 1 | 10
CC(C)CCNC(=O)CN(C(=O)Cn1nnc(-c2ccc(F)cc2)n1)C1CCCC1 | 15 | 3 | -8 | -5 | 9 | 0 | 0.9 | 18 | 5
Cc1cc(C)n(S(=O)(=O)c2cc(Cl)ccc2Cl)n1 | 1 | 4 | -4 | -5 | 2 | -14 | 0.9 | 5 | 3
Cc1c(Cl)ccc2c1NC(=O)[C@]21[C@@H]2C(=O)N(Cc3ccccc3)C(=O)[C@@H]2[C@@H]2CCCN21 | 0 | 0 | -10 | -6 | 7 | -1 | 0.8 | 4 | 3
CC(=O)c1c(C)nn(C(=O)c2cccs2)c1C | 5 | -1 | -9 | 3 | 2 | -1 | 0.9 | 7 | 2
CCc1c(C)c(C#N)c2nc3ccccc3n2c1Nc1c(C)n(C)n(-c2ccccc2)c1=O | 0 | -13 | 7 | -8 | 10 | 3 | 0.9 | 25 | 5
CC(C)CN(C(=O)COC(=O)CCc1c[nH]c2ccccc12)C1CCS(=O)(=O)C1 (configuration not stated) | 26 | -7 | 4 | -5 | -1 | 0 | 0.9 | 15 | 0
CC(C)N1CC=C2C(C#N)=C(N)C(C#N)(C#N)C(c3ccccc3)C2C1 (configuration not stated) | -16 | 3 | -3 | . | 5 | -49 | 0.9 | . | 8
Cc1cc(C)c2cc(C(c3nnnn3C3CCCC3)N3CCOCC3)c(=O)[nH]c2c1 (configuration not stated) | 29 | -11 | -8 | 2 | -10 | -3 | 0.9 | 13 | -2
O=c1c2ccccc2ncn1Cc1nc2ccccc2s1 | 2 | . | -8 | . | 7 | 5 | 1 | 20 | .
COCCn1cc(C(=O)N2CCCC(C)C2)c2c3ccccc3n(C)c2c1=O (configuration not stated) | 33 | -5 | -15 | -3 | 9 | -54 | 0.9 | 18 | 2
COc1cc(C(=S)N(C)C)ccc1O | 1 | -2 | 4 | -1 | 0 | 6 | 0.9 | 15 | 4
O=C(NCCO)c1c(O)c2cccc3c2n(c1=O)CC3 | 9 | 1 | -9 | -1 | 9 | -26 | 0.9 | -2 | 6

Continued, overlapping the part above by three compounds.
SMILES | DUSP1 inh | JNK3 blocker | Cdc25B inh | Jurkat viability | PKA kinase inh | MMP13 inh | TNAP act mid DEA | HEK293 NFkB inh | ROCK2 inh
COCCn1cc(C(=O)N2CCCC(C)C2)c2c3ccccc3n(C)c2c1=O (configuration not stated) | 33 | -5 | -15 | -3 | 9 | -54 | 0.9 | 18 | 2
COc1cc(C(=S)N(C)C)ccc1O | 1 | -2 | 4 | -1 | 0 | 6 | 0.9 | 15 | 4
O=C(NCCO)c1c(O)c2cccc3c2n(c1=O)CC3 | 9 | 1 | -9 | -1 | 9 | -26 | 0.9 | -2 | 6
CC(C)(O)C#CC#CCN1CCOCC1 | 26 | 4 | -6 | -2 | -5 | -4 | 0.9 | 16 | -8
O=C(c1ccc2c(c1)OCO2)N1CCc2ccccc2C1 | -11 | 3 | 1 | -2 | 4 | 0 | 0.8 | -2 | 10
O=C(Cn1nc(Cc2cccnc2)c2ccccc2c1=O)NCCCN1CCCC1=O | 5 | 0 | -2 | -3 | 2 | -9 | 0.9 | 9 | 0
COCCCn1c(SCC(=O)N2CCCC(C)C2)nnc1-c1ccco1 (configuration not stated) | -4 | -4 | -12 | 3 | 10 | 3 | 1 | 15 | 4
O=C(O)c1ccc(Cn2cc(Cl)cn2)cc1 | -17 | 2 | 1 | -7 | 5 | 0 | 0.9 | 14 | 3
Cn1c(=O)c(=O)n(C)c2cc(S(=O)(=O)N3CCC(N4CCCCC4)CC3)ccc21 | 8 | -2 | 3 | -8 | 7 | -5 | 1 | 4 | 6
CN(C)CCNC(=O)c1ccc(CS(=O)(=O)c2ccc(Br)cc2)o1 | 1 | 2 | -16 | 0 | 5 | 4 | 1 | 5 | 0
CCOC(=O)c1nn(-c2ccc3c(c2)CCN3C(C)=O)cc1O | 6 | . | -5 | . | 4 | -366[fluorescence artefact?] | 0.9 | -25 | .
CC(=O)Nc1cccc(NC(=O)CSc2nnnn2Cc2ccccc2)c1 | 5 | -1 | -9 | 1 | 6 | -1 | 0.9 | 9 | 2
CCS(=O)(=O)n1nc(-c2ccc(C)cc2)nc1N | 22 | 11 | 2 | -1 | 5 | -2 | 0.9 | -6 | 5
Cc1nn(-c2cc(N3CCCCC3)ccc2N)c(=O)c2ccccc12 | 3 | -6 | -3 | -2 | 11 | 1 | . | -6 | 10
CCc1nnc(NC(=O)CCC(=O)N2CCN(Cc3ccccc3)CC2)s1 | -14 | -7 | 5 | 4 | 4 | -17 | 0.9 | 8 | 4
COc1cccc(NC(=O)N(Cc2ccco2)C(C)c2cccs2)c1 (configuration not stated) | -17 | . | -4 | . | 10 | 2 | 0.9 | 17 | .
c1cnc(N2CCN(c3nc4ccccc4n4cnnc34)CC2)nc1 | 13 | -2 | -12 | -6 | 8 | 1 | 0.9 | 18 | 3
CCNc1nc(N)nc(Oc2ccc(C(=O)OC)cc2)n1 | -4 | 3 | -6 | 1 | 9 | 6 | 0.9 | -6 | 4
O=C(CCn1[nH]c(=O)c2ccccc2c1=O)OC1CCCCC1 | 27 | 1 | 4 | -7 | -1 | -7 | 0.9 | 12 | 2
Cc1cc(=O)[nH]c(SCC(=O)c2ccccc2)c1C#N | -29 | -2 | 10 | . | 0 | 4 | 0.9 | . | 7
CS(=O)(=O)N(CC(=O)NCc1ccco1)Cc1ccc(Cl)cc1 | 5 | -5 | -7 | -6 | 8 | -2 | 0.9 | 16 | 8
Cc1ccc(C(=O)NC(Cc2c[nH]c3ccccc23)C(=O)O)o1 (configuration not stated) | 1 | -2 | -4 | -4 | 0 | 4 | 0.8 | 4 | 7
CCOC(=O)c1ccc(N2C(=O)CC(Sc3nnc(C)s3)C2=O)cc1 (configuration not stated) | -12 | -5 | 9 | . | -4 | -1 | 0.9 | . | 0
COc1ccccc1-c1noc(-c2cccnc2)n1 | 6 | 4 | 3 | -4 | -1 | 1 | 0.9 | 5 | 2
Oc1c(C=NCc2ccncc2)sc2ccccc12 | -19 | 0 | -19 | . | 6 | 0 | 0.8 | . | 7
O=c1c2cnn(-c3ccc(F)cc3)c2ncn1Cc1ccccn1 | -5 | 3 | 0 | 9 | 7 | 1 | 0.9 | 15 | 2
CC1(C(=O)N(CC(=O)NC2CCCC2)Cc2ccco2)CC(=O)N=C2C=CC=CN21 (configuration not stated) | -5 | 0 | -2 | -2 | 10 | -118[fluorescence artefact?] | 0.9 | -2 | 1
COc1cccc(C(=O)N(Cc2cc3cc(C)ccc3[nH]c2=O)CC2CCCO2)c1 (configuration not stated) | -11 | -2 | 3 | -1 | 5 | -9 | 1 | 0 | 5
Other compounds
SMILES | DUSP1 inh | JNK3 blocker | Cdc25B inh | Jurkat viability | PKA kinase inh | MMP13 inh | TNAP act mid DEA | HEK293 NFkB inh | ROCK2 inh
COc1ccccc1N1CCN(C/C(O)=C(\C#N)c2nc(-c3ccccc3)cs2)CC1 | 17 | 3 | -23 | 0 | 9 | -1 | 0.9 | 10 | 2
Cc1ccc(NC(=O)N2CCCC2C(=O)NCCC2=CCCCC2)cc1 (configuration not stated) | -5 | -1 | 9 | -4 | 7 | -8 | 0.9 | 5 | 3
Cc1c(C)[n+](=O)c2c(n1[O-])CCC2 | -21 | -6 | 22 | . | -3 | -7 | 1 | . | 1
Cc1ccc(S(=O)(=O)N2CCN(C(=O)N3CCOCC3)C2c2ccc(N(C)C)cc2)cc1 (configuration not stated) | -1 | -5 | 12 | 3 | 6 | 1 | 0.8 | 22 | 4
CC(=O)Nc1nc2c(F)cccc2s1 | -1 | -1 | -12 | -2 | 8 | -3 | 0.9 | 8 | 5
Cc1cc(NC(=O)c2ccccc2F)n(-c2nc3ccccc3[nH]2)n1 | 25 | -8 | 0 | 4 | -1 | -2 | 1 | 9 | -12
CC(=O)N1CCN(c2ccc(NC(=O)COc3ccc(Cl)cc3Cl)cc2)CC1 | 10 | -4 | 19 | 26 | 13 | 0 | 0.9 | 12 | 4
CC(=O)C1=C(C)NC(SCC(=O)c2ccc(Cl)c(Cl)c2)=C(C#N)C1c1ccco1 (configuration not stated) | 6 | 6 | 3 | 2 | 5 | 2 | 0.8 | 12 | 5
COC(=O)C1=C(C)NC2=C(C(=O)CCC2)C1c1cccs1 (configuration not stated) | 3 | 5 | -9 | -1 | 12 | -1 | 0.9 | 13 | 4
COc1cccc(N2CCN(C3CC(=O)N(c4ccc(Cl)c(Cl)c4)C3=O)CC2)c1 (configuration not stated) | 10 | -4 | -18 | 0 | -1 | -3 | 0.9 | 2 | 0
CC(=O)c1ccc(N2CCN(C(=O)c3ccc4c(=O)n(-c5ccccc5)c(=O)[nH]c4c3)CC2)cc1 | . | . | . | . | 13 | 11 | 1 | 8 | .
O=C(Nc1ccccc1N1CCN(C(=O)c2ccc(Cl)cc2)CC1)c1cccnc1 | 12 | -8 | 2 | -3 | 8 | -5 | 0.9 | 17 | 4
Fc1cccc(Cl)c1CSc1nnc(COc2cccc3cccnc23)o1 | -6 | . | 2 | . | 0 | -3 | 0.9 | 10 | .
CC(C)C(=O)N(c1ccc2oc(=O)sc2c1)S(=O)(=O)c1cccs1 | 0 | -3 | -1 | -1 | 10 | 6 | 0.9 | -3 | 11
CCOC(=O)N1CCN(c2nnnn2-c2ccccc2)CC1 | -7 | 0 | -3 | 1 | 5 | 0 | 1 | 13 | 0
N#Cc1cnn(Cc2ccc(Cl)cc2)c1N | -15 | 2 | -1 | 9 | 4 | -12 | 0.8 | 19 | -5
